HT1080-NT tox – qHTS for induction of synthetic lethality in tumor cells producing 2HG: qHTS for the HT-1080-NT fibrosarcoma cell line; HT-1080-NT fibrosarcoma viability, CellTiter-Glo ATP luminescence, 48 h; Potency, µM (doses to about 46.1 µM), for inactives: at the highest dose activity, negative = less viability, most hits filed as cytotoxic; 360,000 compounds, 1.6% hits; AID 686970, 2013;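 also: NT is the 2HG producing partner of a matched IDH1 knockdown line; potency is read from the fitted curve at half-maximal effect; 0% = DMSO-treated cells and -100% = media-only wells without cells; nearly all actives have a fitted effect of over 55% in size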
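Luminescent CellTiter-Glo readout after 48 hours of compound exposure at 37 degrees C defined viability of HT-1080-NT cells. Activity was normalized to DMSO wells and cell-free media wells; concentration-response curves were fitted and assigned curve classes.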
MCF10A rereplic – A quantitative high throughput screen for small molecules that induce DNA re-replication in MCF 10a normal breast cells; MCF 10A DNA re-replication, Hoechst nuclear intensity, 48 h; Potency, µM (top dose mostly 46.1 µM), for the others: at the top dose activity, positive = re-replication, actives largely listed as activators; 350,000 compounds, 2.9% hits; AID 624296, 2012; also: potency is read from the fitted curve at half-maximal effect; % of control where 0% means no effect; nearly all actives have a fitted effect of over 50% in size
SW480 rerep – A quantitative high throughput screen for small molecules that induce DNA re-replication in SW480 colon adenocarcinoma cells. SW480 DNA re-replication, Hoechst DNA content imaging, 48 h. Potency, µM (series often up to 46.1 µM), inactives show at the top dose re-replication activation, most hits filed as activators. 340,000 compounds, 1.8% hits. AID 624297, 2012; also: potency is read from the fitted curve at half-maximal effect; % of control where 0% means no effect; nearly all actives have a fitted effect of over 55% in size
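Image-based DNA-content assay: after two days of treatment, nuclei were labelled with the DNA dye Hoechst and imaged, and hits were compounds raising the count of nuclei showing high fluorescence intensity.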
KB-3-1 tox – qHTS assay for MDR1-selective chemotherapeutics: Primary screen using the parental adenocarcinoma cell KB-3-1; KB-3-1 viability, CellTiter-Glo ATP luminescence, 72 h; Potency, µM (titrated, usually from 46.1 µM), inactives show top-dose activity change, negative = cytotoxic, usual class: cytotoxic; 400,000 compounds, 1.4% hits; AID 1347075, 2019; also: potency is read from the fitted curve at half-maximal effect; % is scaled to controls: 0 for no effect and ±100 for the full control effect; nearly all actives have a fitted effect of over 60% in size
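Cytotoxicity in the drug-sensitive parental line KB-3-1 was scored as loss of CellTiter-Glo luminescence following 72 h incubation with compound. Values come from curve fitting of normalized concentration-response data.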
HT1080 IDH1KD tx – qHTS for induction of synthetic lethality in tumor cells producing 2HG: qHTS for the HT-1080-IDH1KD cell line; HT-1080 IDH1 knockdown viability, ATP luminescence, 48 h; Potency, µM (top dose mostly 46.1 µM), without a hit: top-dose activity, negative = toxicity, hits mostly cytotoxic; 360,000 compounds, 2% hits;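 also: potency is read from the fitted curve at half-maximal effect; 0% = DMSO wells and -100% = cell-free medium wells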
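Assay cells: HT-1080 with IDH1 knockdown, 750 per well, RPMI/5% FBS. Exposure: 48 h at 37 °C following 2 h pre-incubation. Read: CellTiter-Glo luminescence; fitted concentration-response, curve class assigned.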
KB-V1 cytotox – qHTS assay for MDR1-selective chemotherapeutics: Primary screen using the drug-selected MDR subline cells KB-V1. Potency, µM (series often up to 46.1 µM), without a hit: at the highest dose activity change, negative = cytotoxicity, usual class: cytotoxic. 400,000 compounds, 3.4% hits. KB-V1 MDR cells viability, CellTiter-Glo, 72 h; also: potency is read from the fitted curve at half-maximal effect; % is scaled to controls: 0 for no effect and ±100 for the full control effect; nearly all actives have a fitted effect of over 60% in size
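Following 72 h at 37 degrees C with compound, KB-V1 cell viability was read by CellTiter-Glo luminescence, medium being phenol-red-free DMEM plus 10% FBS; concentration-response parameters came from normalized, curve-fitted qHTS data.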
IL-1B inflam inh – qHTS for Inhibitors of Inflammasome Signaling: IL-1-beta AlphaLISA Primary Screen. THP-1 LPS/ATP IL-1B secretion, AlphaLISA, 16 h; stronger effect = lower value. activity change, % at 57.5 µM. 360,000 compounds, 4.7% hits; in the data active = activity change below about -50%; inconclusive = mostly about -30% to -49%; also: % is scaled to controls: 0 for no effect and ±100 for the full control effect
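Secreted IL-1B measured by AlphaLISA bead assay after 16 h compound exposure of THP-1 cells; compounds (final up to 57.5 uM) added 1 h before LPS (250 ng/mL) and ATP (1.25 mM) stimulation; lower signal means less secretion.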
ATXN2 expr inh – Primary qHTS for Inhibitors of ATXN expression; HEK-293 ATXN2-luciferase reporter, luminescence, 24 h; Potency, µM (highest dose often 57 µM), for inactives: at the top dose activity change, negative = inhibition, most hits filed as inhibitors; 360,000 compounds, 0.72% hits; also: potency is read from the fitted curve at half-maximal effect; % is scaled to controls: 0 for no effect and ±100 for the full control effect; nearly all actives have a fitted effect of over 55% in size
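qHTS (up to 57 uM final) was run with 24 h compound exposure of reporter cells at 37 °C. Each well was multiplexed: SteadyGlo luminescence measured ATXN2-luciferase expression after a fluorogenic Gly-Phe-AFC viability readout (25 uM final).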
S2 tox – Viability Counterscreen for Primary qHTS for Inhibitors of ATXN expression; Potency, µM (highest dose often 56.7 µM), hits mostly cytotoxic; 400,000 compounds, 0.49% hits; AID 651635, 2014; S2 cells (HEK-293 line with an ATXN2-luciferase reporter) viability, CellTiter-Fluor protease fluorescence, 24 h; also: potency is read from the fitted curve at half-maximal effect; nearly all actives have a fitted effect of over 40% in size
* hit, by the source's call; i = inactive; u = inconclusive; x = no result given; & = joins results of further samples; [ ] = another dose, or the depositor's remark. Unless noted, calls follow the shape of the dose curve; as a rule, active = well fitted curve in the direction sought with a large enough effect; inconclusive = small, poorly fitted or top-dose-only effect, or another doubt; inactive = no such curve, though single readings can be large; an effect the other way counts as inactive or inconclusive.

| SMILES | HT1080-NT tox | MCF10A rereplic | SW480 rerep | KB-3-1 tox | HT1080 IDH1KD tx | KB-V1 cytotox | IL-1B inflam inh | ATXN2 expr inh | S2 tox |
| --- | --- | --- | --- | --- | --- | --- | --- | --- | --- |
| O=C(Nc1ccc(N2CCN(C(=O)c3cccs3)CC2)cc1)c1ccccc1Cl | u | u | 23µM* | 16µM* | 9.2µM* | u | -57* | -29% | i |
| C/C(CC(=O)NCCCN1CCOCC1)=N\NC(=O)COc1cccc2ccccc12 | 10% | u | -2% | 12% | -4% | 2% | 13 | -3% | u |
| COc1ccc(-n2nc(C(=O)N(C)c3cc(Cl)ccc3OC)c3c4ccccc4n(C)c3c2=O)cc1 | x | x | x | 8% | x | 6% | x | 0% | i |
| CCOc1cccc(-c2nnc3sc(COc4ccc(Cl)cc4)nn23)c1 | 8% | u | -1% | 21µM* | -3% | u | 12 | -14% | i |
| Cc1c(-c2cccc(Cl)c2)nc2ccccc2c1C(=O)OC/C(O)=C(\C#N)c1nc2ccccc2[nH]1 | 1% | 5.2µM* | u | u | 2% | -23% | 7 | u | i |
| CCOC1=C2[C@H]([C@H]3C(=O)N(c4ccccc4)C(=O)[C@H]3C1)[C@@H](C(C)C)N(S(=O)(=O)c1ccc(C)cc1)[C@H]2c1ccccc1 | 18% | x | x | 0% | 20% | 13% | 0 | 1% | i |
| CO/N=C/NC(=O)C1=NOC(CNc2ncc(C(F)(F)F)cc2Cl)C1 (stereo unspecified) | 1% | 22% | -2%[9.22 µM] | -1% | 2% | 1% | -10 | 0% | i |
| COc1ccccc1CNC(=O)CCNS(=O)(=O)c1ccc2[nH]c(=O)oc2c1 | 2% | -3% | u | -14% | -1% | -12% | -7 | 6% | i |

Compound profiles, from the list above:
COc1ccc(-n2nc(C(=O)N(C)c3cc(Cl)ccc3OC)c3c4ccccc4n(C)c3c2=O)cc1 is entered as HT1080-NT tox = x; MCF10A rereplic = x; SW480 rerep = x; KB-3-1 tox = 8%; HT1080 IDH1KD tx = x; KB-V1 cytotox = 6%; IL-1B inflam inh = x; ATXN2 expr inh = 0%; S2 tox = i
COc1ccccc1CNC(=O)CCNS(=O)(=O)c1ccc2[nH]c(=O)oc2c1 is entered as HT1080-NT tox = 2%; MCF10A rereplic = -3%; SW480 rerep = u; KB-3-1 tox = -14%; HT1080 IDH1KD tx = -1%; KB-V1 cytotox = -12%; IL-1B inflam inh = -7; ATXN2 expr inh = 6%; S2 tox = i

The main list resumes with the two entries that preceded the break.
| SMILES | HT1080-NT tox | MCF10A rereplic | SW480 rerep | KB-3-1 tox | HT1080 IDH1KD tx | KB-V1 cytotox | IL-1B inflam inh | ATXN2 expr inh | S2 tox |
| --- | --- | --- | --- | --- | --- | --- | --- | --- | --- |
| CO/N=C/NC(=O)C1=NOC(CNc2ncc(C(F)(F)F)cc2Cl)C1 (stereo unspecified) | 1% | 22% | -2%[9.22 µM] | -1% | 2% | 1% | -10 | 0% | i |
| COc1ccccc1CNC(=O)CCNS(=O)(=O)c1ccc2[nH]c(=O)oc2c1 | 2% | -3% | u | -14% | -1% | -12% | -7 | 6% | i |
| O=C(c1ccc2c(c1)OCO2)C1CCCN(Cc2ccc3nsnc3c2)C1 (stereo unspecified) | -1% | 13% | -8% | -3% | 1% | -1% | -4 | -12% | i |
| COc1ccc(-n2nnnc2C2(C)CCC(=O)N2Cc2ccccc2)cc1 (stereo unspecified) | 20% | x | x | 7% | 12% | -10% | 0 | x | x |
| CC1=CC(c2ccccc2)n2nc(N3C(=O)c4ccccc4C3=O)nc2N1 (stereo unspecified) | 3% | 6% | -9% | 4% | -7% | -1% | -7 | 2% | i |
| Cc1nc2c(OCc3ccc(Cl)cc3Cl)cccn2c1N(C)CC1CC1 | 13µM* | x | x | -35% | 15µM* | u | u | 0% | 20µM* |
| O=C(CN1C(=O)NC(Cc2ccccc2)C1=O)Nc1ccccc1OC(F)F (stereo unspecified) | 2% | 5% | -4% | 5% | 5% | -19% | -11 | -16% | i |
| COc1ccc(CCNS(=O)(=O)c2ccc([N+](=O)[O-])cc2)cc1OC | -5% | -5% | -19% | 6% | 0% | 10% | 19 | -17% | i |
| Cc1ccc(C(=O)NNC(=O)c2cc(OCC(F)(F)F)ccc2OCC(F)(F)F)cc1 | 6% | -181%[0.0737 µM] | -9% | 4% | 10% | 8% | u | -6% | i |
| COc1cc(C(=O)NNC2=CC(=O)CC(C)(C)C2)cc(OC)c1OC | 3% | -3% | -7% | 9% | 9% | 14% | 37 | -1% | i |
| O=C(NCCc1ccccn1)c1c(-c2ccccc2)sc2ccccc12 | -4% | 17% | 0% | -18% | -1% | -14% | 0 | -2% | i |
| Cc1ccc(-c2cc(C(=O)OCC(=O)N(C)C3CCS(=O)(=O)C3)c3ccccc3n2)o1 (stereo unspecified) | -11% | 1%[9.22 µM] | -18% | -17% | -6% | u | -21 | 14% | x |
| CCN(CC)C(=O)c1cccc(-c2csc(C(O)c3ccc(F)cc3)n2)c1 (stereo unspecified) | -30% | x | x | 0% | 0% | u | 11 | u | u |
| O=C(c1cc(COc2ccc(F)cc2Cl)on1)N(CCO)Cc1cccs1 | -7% | 24% | -3% | u | -17% | -4% | -28 | 13% | i |
| Cc1cccc(N(CC(=O)NCCc2ccccc2)C(=O)c2csnn2)c1 | 13% | 1% | -1% | -6% | 4% | 12% | -11 | 38%[activator] | i |
| O=C1NC(=S)SC1=Cc1ccc(Cl)cc1 | -24% | 9.2µM* | u | -28% | u | -6% | -26 | -30% | u |
| O=C(CCCN1C(=O)c2ccccc2C1=O)N1CCN(c2ccccn2)CC1 | 1% | 2% | 4% | 1% | 0% | u | 0 | 1% | i |
| CSc1nc2c(cnn2-c2ccc(C)c(C)c2)c(=O)[nH]1 | 1% | 0% | -11% | 1.6µM* | 9% | u | 39 | -4% | i |
| CC(OC(=O)c1cccc(-n2cnnn2)c1)C(=O)NC1(C#N)CCCCC1 (stereo unspecified) | 9% | -2% | -14% | 7% | 16% | -34% | 4 | 0% | i |
| CCOC(=O)C[C@H]1c2ccccc2S(=O)(=O)N1c1ccccc1 | -1% | -22% | -2% | -3%&-8% | -4% | 2%&-25% | 33 | -2% | i |
| O=C(NCC1CCCCN1)c1cc(OCC(F)(F)F)ccc1OCC(F)(F)F (stereo unspecified) | -4% | u | -4% | u | -3% | -12% | -73* | -2%&5%&-9% | i |
| CC(C)(C)C(=O)Nc1ccccc1C(=O)Nc1ccccn1 | 6% | 11% | -10% | 15% | 16% | -6% | 33 | 2% | i |
| Cc1ccc(C(=O)Oc2cc(C)n(C)c(=O)c2)cc1 | 1% | 0% | -1% | 10% | -1% | 11% | 3 | -17% | i |
| Cc1ccc(Cn2c(CO)cnc2SCc2cccc(F)c2)cc1 | x | x | x | -14% | x | 14% | x | 3% | i |
| COc1ccc(S(=O)(=O)N2CCN(CC(=O)N3CCNC3=O)CC2)cc1OC | 16% | x | x | -1% | 6% | 0% | -22 | x | i |
| COc1ccc(-c2csc(NC(=O)CSc3n[nH]c(C)n3)n2)cc1 | 0% | 56% | 8% | -1% | 5% | 4% | -91* | -3% | i |

Other results follow.
molecule	HT1080-NT tox	MCF10A rereplic	SW480 rerep	KB-3-1 tox	HT1080 IDH1KD tx	KB-V1 cytotox	IL-1B inflam inh	ATXN2 expr inh	S2 tox
N#CCCn1[nH]c(-c2ccccc2)cc1=O	4%	0%	0%	15%	3%	2%	13	-11%	u
COc1ccc2c(CC(=O)Nc3nccs3)coc2c1	10%	1%	-2%	-2%	12%	u	-20	-1%	i
CC1(C(=O)NS(=O)(=O)c2ccccc2Cl)CCN1C(=O)CC1CCCC1 (stereo unspecified)	14%	x	x	0%	21%	3%	25	0%	i
Cc1cc(C)cc(NC(=O)Nc2cccnc2)c1	6%	1%	-3%	6%	9%	14%	-20	2%	i
CCOC(=O)CSc1nc(C(C)C)nc2sc(C)c(C)c12	4%	9%	-13%	-3%	1%	-2%	0	-24%	i
Cc1nonc1CC(=O)N1CCCC(C(=O)c2ccc(Cl)cc2)C1 (stereo unspecified)	-1%	11%	u	4%	12%	-25%	-20	x	x
CC(CCC(C)OC(=O)c1ccccc1C(=O)O)OC(=O)c1ccccc1C(=O)O (stereo unspecified)	9%	-3%	1%	28%	11%	u	22	-24%	u
COc1cc(NC(=O)c2ccc3c(c2)OCCO3)ccc1NC(=O)c1cccs1	-19%	14%	-1%	2%	-1%	-4%	-17	-34%	u
Cc1ccc(C)c(S(=O)(=O)N2CCN(C(=O)CCC(=O)NCc3ccc(Cl)cc3)CC2)c1	-4%	2%	4%	0%	1%	0%	-4	x	i
CC1CC1C(=O)N(CCC1=CCCCC1)c1c(N)n(Cc2ccccc2)c(=O)[nH]c1=O (stereo unspecified)	1%	3%	0%	19%	3%	0%	-9	7%	i
O=C(CNC(=O)c1ccc2c(c1)OCO2)NCc1cccs1	0%	-3%	-11%	0%	0%	0%	23	5%	i
COc1ccccc1CNC(=O)C(Cc1ccccc1)NC(=O)c1ccccc1 (stereo unspecified)	4%	u	-32%	12%	4%	11%	0	8%	i
O=S(=O)(/C=C/c1ccccc1)N1CCN(Cc2ccc3c(c2)OCO3)CC1	0%	28%	5%	3%	-10%	6%	-11	-16%	i
NS(=O)(=O)c1cccc(NC(=O)c2cc3ccccc3o2)c1	-11%	5%	18µM*	-1%	-21%	1%	-16	31%	i

Source: PubChem BioAssay
